Rv3671c protease = inhibits the M. tuberculosis serine protease Rv3671c. inhibition, % at 5.96 µM. P9WHR9. AID 2606. hit rate 0.048% among 320,000; in the data active = inhibition above about 38%;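 also: extracellular domain of Rv3671c used as enzyme; 0% = enzyme with DMSO and 100% = no enzyme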
Target sequence (P9WHR9 whole entry, looked up, the tested form may be a part): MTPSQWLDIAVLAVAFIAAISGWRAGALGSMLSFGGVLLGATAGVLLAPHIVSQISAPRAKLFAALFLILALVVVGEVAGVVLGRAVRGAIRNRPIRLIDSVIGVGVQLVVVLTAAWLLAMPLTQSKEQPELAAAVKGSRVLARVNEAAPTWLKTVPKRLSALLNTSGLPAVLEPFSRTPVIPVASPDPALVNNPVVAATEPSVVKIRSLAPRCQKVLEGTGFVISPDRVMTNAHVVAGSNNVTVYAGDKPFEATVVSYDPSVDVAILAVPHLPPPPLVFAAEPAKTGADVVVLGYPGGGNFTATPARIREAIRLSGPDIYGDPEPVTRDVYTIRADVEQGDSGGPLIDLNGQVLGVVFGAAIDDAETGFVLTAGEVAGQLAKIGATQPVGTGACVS
GDH-TPI inh = counter-screen for M. tuberculosis FBA inhibitors: GDH-TPI coupled enzymes; hit rate 1.2% among 360,000; inhibition, % at 4.8 µM; GDH-TPI coupled enzyme counterscreen, NADH absorbance;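 also: 0% = DMSO wells and 100% = wells lacking the enzyme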
FadD28 binding = M. tuberculosis FadD28 bisubstrate binding inhibition; FadD28 bisubstrate probe binding, fluorescence polarization; inhibition, % at 12.5 µM; hit rate 0.22% among 360,000; AID 588549; in the data active = inhibition above about 8.5%, passing the limit was not always enough; inconclusive = no clear call, values can overlap the other calls
BoNT F protease = inhibitors of Botulinum neurotoxin F light chain protease | Multiplex microsphere protease cleavage assay, flow cytometry | inhibition, % at 10 µM | hit rate 0.22% among 360,000 | AID 588497; in the data active = inhibition above about 35%, passing the limit was not always enough; inconclusive = no clear call, values can overlap the other calls; also: plate controls were buffer without enzyme for full effect and enzyme alone for no effect
Mtb UGM inh = blocks M. tuberculosis UGM enzyme; P9WIQ1; purified UGM, fluorescence polarization probe displacement; inhibition, % at 10 µM; hit rate 0.06% among 320,000; in the data active = inhibition above about 10%, passing the limit was not always enough; inconclusive = no clear call, values can overlap the other calls
CCHFV vOTU inh = CCHFV vOTU protease inhibition | Pep-AMC fluorescence | inhibition, % at 11.5 µM | hit rate 0.55% among 370,000 | AID 651958; also: 0% = vehicle wells with enzyme and 100% = no enzyme wells
BioA inh = BioA (M. tuberculosis) enzyme inhibition. purified M. tuberculosis BioA enzyme, plate reader. inhibition, % at 9.99 µM. hit rate 0.096% among 360,000; in the data active = inhibition above about 40%; inconclusive = no clear call, values can overlap the other calls
DUSP3 inh = blocks human VHR1 dual specificity phosphatase; P51452; recombinant VHR phosphatase, pNPP absorbance; inhibition, % at 13.3 µM; hit rate 0.52% among 290,000; AID 1654; in the data active = inhibition above about 50%; also: some compounds called inactive have numbers as strong as hits
Target sequence (P51452 whole entry, looked up): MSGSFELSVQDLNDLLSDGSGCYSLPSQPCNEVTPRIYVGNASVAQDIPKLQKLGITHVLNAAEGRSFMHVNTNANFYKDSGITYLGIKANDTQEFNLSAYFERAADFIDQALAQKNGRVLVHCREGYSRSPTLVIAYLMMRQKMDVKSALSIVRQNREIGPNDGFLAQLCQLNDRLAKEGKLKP
MazEF act = increases E. coli MazEF RNase cleavage of RNA; P0AE70; FAM/BHQ RNA-DNA oligo cleavage fluorescence, 5 h; activation, % at 20 µM; hit rate 0.32% among 350,000; AID 504720; in the data active = activation above about 50%
Target sequence (P0AE70 whole entry, looked up): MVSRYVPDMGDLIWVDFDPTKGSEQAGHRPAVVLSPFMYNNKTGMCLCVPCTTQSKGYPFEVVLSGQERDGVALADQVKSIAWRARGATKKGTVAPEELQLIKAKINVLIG
Mtb FBA inh = Mtb fructose-bisphosphate aldolase inhibition; inhibition, % at 1 µM; purified M. tuberculosis FBA, fluorescence read-out; P9WQA3; hit rate 2.3% among 360,000; in the data active = inhibition above about 27%;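 also: 0% = vehicle and 100% = reference inhibitor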
* marks the source's active call; other numbers are inactive results; ? = inconclusive; / = no result given; & = joins results of further samples. Rule as the data show it, unless noted: active = inhibition above about 30%; inactive = the rest.

cpd	Molecule	Rv3671c protease	GDH-TPI inh	FadD28 binding	BoNT F protease	Mtb UGM inh	CCHFV vOTU inh	BioA inh	DUSP3 inh	MazEF act	Mtb FBA inh
1	CCC(=O)NC(c1ccc(Cl)cc1Cl)c1ccc2cccnc2c1O (stereo not given)	10.8	-1.5	-3.9	?	0.2	-12.1	0.1	38.1	-2.7	-3.5
2	COc1ccc(CCN2C(=O)CC(N3CCN(C/C=C/c4ccccc4)CC3)C2=O)cc1OC (stereo not given)	7.5	1.5	1.3	?	0.4	-9.8	/	17.5	-6.2	3.1
3	CC1CCC(NC(=O)CCNC(=O)c2ccc(Br)cc2)CC1 (stereo not given)	1.9	5.9	-2.2	-0.4	0.9	-5.2	-1.4	/	-0.2	7.0
4	CCc1sc(C(C2C(=O)CC(C)(C)CC2=O)C2C(=O)CC(C)(C)CC2=O)cc1[N+](=O)[O-]	7.0	13.2	-0.5	-1.1	1.0	9.2	/	3.1	4.6	-3.7
5	O=C(OCC(=O)N1CCOCC1)c1ccc(Cl)c(S(=O)(=O)N2CCc3ccccc32)c1	-3.7	-3.2	-4.5	-0.7	-0.1	-0.9	/	/	2.7	-3.4
6	COc1ccc(Nc2nc(C)nc3c2oc2ccccc23)c(OC)c1	-0.8	6.3	-1.2	-6.1	3.9	-72.7	1.3	3.5	-2.1	3.9
7	COC(=O)c1ccc(N=Cc2c(-c3ccccc3)[nH][nH]c2=O)cc1	-1.3	0.4	-1.9	1.7	0.3	6.2	/	1.8	2.2	2.5
8	Cc1ccc(NC(=O)COC(=O)c2cc(Cl)ccc2Cl)c(Br)c1	-8.8	-3.7	-4.7	0.2	-1.6	12.2	/	-3.8	-47.7	-4.9
9	CCCC(=O)Nc1nnc(SCC(=O)Nc2ccc(OCC)cc2)s1	/	1.8	-1.8	2.4	/	5.1	-1.6	/	-4.0	0.2
10	COC(=O)CN1C(CN2CCOCC2)=Nc2ccc(Br)cc2C1c1ccccc1 (stereo not given)	1.1	2.3	-2.4	?	1.5	-3.9	1.5	-26.1	-1.5	0.8
11	COc1cc(/C=C/c2ccc3cccc(O)c3n2)c(Br)cc1O	-1.0	22.1	0.1	-47.4	1.2	11.8	-0.6	-11.0	/	-3.5
12	Cn1c(Cn2c(=O)sc3ccccc32)nnc1SCC(=O)Nc1ccc(Cl)cc1	-7.0	17.8	-1.0	7.1	1.8	-2.5	-4.4	9.4	28.7	1.5
13	CC(Oc1cccc(Cl)c1)C(=O)Nc1cc(S(=O)(=O)N2CCOCC2)ccc1N1CCCC1 (stereo not given)	-3.5	-8.6	0.6	?	0.1	-7.2	-0.3	/	0.5	2.2
14	COc1ccc(-n2c(SCC(=O)N3CCCCC3C)nnc2-c2cccnc2)cc1 (stereo not given)	4.5	9.1	0.4	2.9	5.5	7.3	8.9	20.6	-10.2	5.0
15	CC1(Cc2ccccc2Cl)C(=O)Nc2cc(-c3ccccc3Cl)ccc21 (stereo not given)	/	4.5	0.3	-7.6	/	1.1	-1.3	/	/	-0.8
16	S=C1Cc2ccccc2N1	/	-2.5	-0.3	-3.9	/	99.8*	-1.2	11.6	-27.6	3.1
17	Clc1ccc(C2CC(c3cccs3)n3ncnc3N2)c(Cl)c1 (stereo not given)	3.0	7.9	-2.4	-11.4	0.6	2.1	3.0	2.9	6.9	7.0
18	Cc1oc2cc(O)cc(C)c2c(=O)c1-c1cnn(-c2ccccc2)c1	-49.6	12.7	-1.6	17.0	4.0	12.3	6.7	-12.4	2.8	9.1
19	C=CCN1CCN(c2ccncc2S(=O)(=O)N2CCCCC2)CC1	-7.2	3.8	-0.7	-1.5	-1.2	4.4	-2.9	17.5	0.2	-0.3
20	CCc1cc2c(=O)c(-c3ccc4c(c3)OCO4)coc2c(CN(C)C)c1O	-0.5	28.4	3.1	-13.4	-4.8	-22.0	1.1	/	-3.8	23.2
21	CCNc1nc(NCC)n2c(SCC(=O)Nc3cc(Cl)ccc3OC)nnc2n1	5.4	-4.2	-2.5	10.0	1.3	-12.1	-1.3	/	3.0	2.2
22	COc1cccc(-c2cnc3c(NC=O)cc(-c4ccccc4)cn23)c1	/	8.0	-1.1	-2.4	/	1.5	9.5	/	/	0.6
23	CCCCN(C(=O)C1CCCC1)c1c(N)n(Cc2ccccc2)c(=O)[nH]c1=O	-3.2	-6.5	-3.1	-11.5	1.0	5.7	-2.1	/	2.1	-0.4
24	Cc1nn(C)c(C(=O)NNC(=S)NC2CCCCC2)c1Cl	10.1	0.8	0.7	1.8	1.6	-0.6	/	36.0	-4.8	-3.6
25	O=C(O)COc1ccc(S(=O)(=O)c2ccc(OCC(=O)O)cc2)cc1	4.7	0.5	-1.6	?	1.5	0.1	-0.8	12.9	-6.1	0.2
26	CCc1ccc(N2CC(C(=O)OCC(=O)Nc3ccc([N+](=O)[O-])cc3)CC2=O)cc1 (stereo not given)	1.1	14.6	-0.5	-8.8	-2.7	19.6	-0.1	/	0.6	-0.1
27	CCN(CC)C(=O)c1cccc(NC(=O)C2=COCCO2)c1	-6.1	-8.2	1.1	-7.7	-1.6	0.1	0.7	/	3.9	1.8
28	O=C(O)C1C2CC3CC(C2)CC1(n1ncc(N2CCC4(CC2)OCCO4)c(Cl)c1=O)C3 (stereo not given)	2.7	8.8	-1.4	-14.1	-4.6	5.3	/	9.3	4.9	0.1
29	O[C@@H]1C2CCCC1[C@]1(O)CCCCC1C2 (stereo not given in full)	5.9	10.4	-0.7	16.3	-0.3	9.2	-0.2	27.7	5.5	3.2
30	Cc1ccccc1N=Nc1c(O)n(C)c2ccccc12	3.8	21.0	0.2	?	-1.3	5.1	1.1	16.7	1.4	-1.8
31	COc1ccccc1C1CCN(C(=S)Nc2ccc(Br)cc2)CC1	-3.0	6.3	-0.9	?	0.5	4.7	-0.4	5.1	5.3	0.3
32	CCOc1ccc(NC(=O)CS(=O)(=O)c2cn(CC)c3ccccc23)cc1	9.7	15.4	0.5	-7.7	-3.1	-5.1	0.3	23.6	0.9	4.9
33	N#C/C(=C\Nc1ccccn1)S(=O)(=O)c1ccc(Cl)cc1	2.0	6.4	-3.2	-1.9	-1.1	0.0	/	12.0	6.0	-3.2
34	Cc1nnn(C23CC4CC(CC(CC(=O)Nc5ccc(C)c(C)c5)(C4)C2)C3)n1	-4.0	6.2	-5.1	-2.2	1.7	-7.7	-1.1	-6.7	3.5	1.6
35	O=C(C1CC1)N1CCc2cc(S(=O)(=O)N3CCCc4ccccc43)ccc21	1.5	2.2	-0.1	11.7	2.3	15.0	-4.6	21.9	1.9	-0.7
36	COCCOCC(=O)Nc1ccc(S(=O)(=O)Nc2cc(C)nc(C)n2)cc1	-1.8	8.6	-1.5	5.3	1.6	-8.0	1.5	-22.7	-13.3	-0.9
37	O=C(C1CCN(c2nnc(-n3cccc3)s2)CC1)N1CCc2ccccc2C1	-1.7	14.1	-0.1	0.6	2.0	9.9	4.9	-11.8	-1.1	1.1
38	CNC(=O)C1(C)Cc2c(-c3ccc(NC(C)=O)cc3)ccnc2O1 (stereo not given)	/	6.5	0.7	8.2	/	14.2	-0.1	/	/	9.3
39	O=C(Nc1c(C(=O)N2CCOCC2)oc2ccccc12)c1ccccc1Cl	4.3	2.4	-1.4	1.1	4.8	8.7	-0.7	-19.9	-10.5	0.4
40	O=C1CCc2ccccc2O1	3.6	-2.0	-3.2	5.1	/	-8.2	-0.4	/	3.9	-0.4
41	Cc1ccc(-c2n[nH]c(=S)c3ccccc23)cc1S(=O)(=O)NCC1CCCO1 (stereo not given)	-3.8	8.0	-1.8	-2.7	0.5	10.8	0.2	-24.8	1.1	-1.5
42	COCc1c(C(=O)N/N=C\c2ccccn2)nnn1-c1nonc1N	-3.5	0.4	1.7	-3.4	-1.5	14.9	-1.0	11.3	6.7	-2.4
43	O=C(O)C(c1ccccc1)N1C(=O)/C(=C\c2ccc(O)c(O)c2)SC1=S (stereo not given)	-27.3	22.1	5.3	0.9	-7.0	20.9	/	-3.3	-67.4	-10.0
44	Cn1c(C2CCCCC2)nc2cc(N)ccc21	-5.5	-0.8	-1.5	-18.6	3.6	-2.8	-2.1	13.6	11.4	5.8
45	CC(C)(C)C(=O)NCCN1C(=O)S/C(=C\c2ccc([N+](=O)[O-])cc2)C1=O	-10.4	21.0	-1.5	-13.3	-1.4	5.5	/	-10.0	6.2	-0.5
46	CCOc1cc(/C=N/Nc2nc(N3CCCC3)nc(N3CCCC3)n2)ccc1O	8.6	35.8*	-1.7	-36.1	0.8	13.6	-1.0	-1.0	-15.9	0.8
47	CCC(C)Sc1cc(-c2nc3cc(C)ccn3c2NC2CCCCC2)ccc1OC (stereo not given)	9.6	-0.4	-0.9	1.9&-18.2	/	19.6&-0.8	-1.3	/	-47.4	20.0
48	CCOC(=O)CSc1nc2ccccc2c(=O)n1CCC(=O)NCCc1ccc(OC)c(OC)c1	13.1	5.7	-2.9	5.9	-1.4	-1.6	4.2	11.6	-9.1	-1.0
49	COc1ccc(/C=C/C(=O)Nc2sc3c(c2C(=O)NCc2cccnc2)CCCC3)cc1	11.9	17.7	-1.6	-4.5	-0.4	-7.7	-1.8	9.6	-10.5	2.1
50	Cc1ccc2sc(NNC(=O)c3ccc4c(c3)OCCO4)nc2c1C	0.3	11.3	-0.7	2.4	4.5	6.6	-0.4	3.9	1.8	2.4
51	Cc1sc(NC(=S)NC(=O)c2cccs2)nc1-c1ccc(C(C)C)cc1	3.0	4.6	-0.9	-1.1	-1.6	-0.4	-1.2	-14.5	7.3	2.5

As a working copy, some entries already given:
cpd	Molecule	Rv3671c protease	GDH-TPI inh	FadD28 binding	BoNT F protease	Mtb UGM inh	CCHFV vOTU inh	BioA inh	DUSP3 inh	MazEF act	Mtb FBA inh
49	COc1ccc(/C=C/C(=O)Nc2sc3c(c2C(=O)NCc2cccnc2)CCCC3)cc1	11.9	17.7	-1.6	-4.5	-0.4	-7.7	-1.8	9.6	-10.5	2.1
50	Cc1ccc2sc(NNC(=O)c3ccc4c(c3)OCCO4)nc2c1C	0.3	11.3	-0.7	2.4	4.5	6.6	-0.4	3.9	1.8	2.4
51	Cc1sc(NC(=S)NC(=O)c2cccs2)nc1-c1ccc(C(C)C)cc1	3.0	4.6	-0.9	-1.1	-1.6	-0.4	-1.2	-14.5	7.3	2.5

Limited to DUSP3 inh, CCHFV vOTU inh and BoNT F protease (two entries from above):
No.	structure	DUSP3 inh	CCHFV vOTU inh	BoNT F protease
49	COc1ccc(/C=C/C(=O)Nc2sc3c(c2C(=O)NCc2cccnc2)CCCC3)cc1	9.6	-7.7	-4.5
50	Cc1ccc2sc(NNC(=O)c3ccc4c(c3)OCCO4)nc2c1C	3.9	6.6	2.4
